High-throughput results: PubChem, Broad Institute
HRP interference: HRP/luminol detection interference without ALR, dose response, artefact control for ALR inhibitor project, biochemical, luminescence, no ALR or DTT | HRP/H2O2 luminol luminescence counterscreen, no ALR | activity change, negative = inhibition, % at the top dose, mostly 10 µM; hits show AC50 in µM | 2,500 compounds, 15% hits | AID 540356;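 active = signal-lowering compounds whose fitted half-maximal concentration AC50 is no higher than ten times their top tested concentration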;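 note: 0% = median of neutral control wells and -100% = median of quercitin 100 µM wells; many of its hits are not listed in these tables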
* marks the source's active call; other numbers are inactive results. An excerpt; rates above refer to the full screens.

SMILES	HRP interference
NNC(=O)c1sc(-c2ccc(Cl)cc2)cc1N	-2.6%
CCN(CCCNC(=O)CN(C)S(=O)(=O)c1cccc2nsnc12)c1cccc(C)c1	-0.9%
O=c1cc(-c2ccccc2)[nH]c2[nH]n(-c3ccccc3)c(=O)c12	-14.8%
Cn1nnnc1SCc1csc(Nc2ccccc2)n1	-6.0%
CC(=O)NCCc1c(C)n(Cc2ccccc2)c2ccccc12	-3.0%
O=C(NCC(c1ccco1)N1CCc2ccccc21)c1ccccc1F (stereo not drawn)	0.9%
CC1CC(C)CN(S(=O)(=O)c2cccc3cccnc23)C1 (stereo not drawn)	-1.3%
COc1ccc2c(c1)c1ncn(CCc3ccccc3)c(=O)c1n2C	-0.9%
CN(NC1CC(=O)N(c2ccccc2)C1=O)c1ccccc1 (stereo not drawn)	-1.0%
Cc1cc(C)n(-c2cc(O)c(-n3nc(C)cc3C)cc2O)n1	-11.5%
S=c1[nH]nc(Cc2ccccc2)n1-c1ccccc1	-1.6%
Cc1ccc(S(=O)(=O)NN2C(=O)/C(=C/c3cccnc3)SC2=S)cc1	0.3%
O=C(NCC(c1cccnc1)N1CCN(c2ccccc2)CC1)c1ccco1 (stereo not drawn)	1.2%
NNCCc1ccccc1	-1.2%
C/C(Cl)=C\Cn1c(Nc2ccccc2)nc2c1c(=O)n(C)c(=O)n2C	-2.8%
COc1ccccc1C(=O)Nc1nc2nc(-c3ccccc3)cc(=O)n2[nH]1	-2.8%
CCc1oc2ccccc2c1C(=O)c1cc(Br)c(O)c(Br)c1	3.4%
CCN(CCNC(=O)C1CCCN(S(=O)(=O)c2cnc[nH]2)C1)c1ccccc1 (stereo not drawn)	-4.3%
C=CCn1c(-c2cc(OC)cc(OC)c2)n[nH]c1=S	-7.2%
CN(C)c1ccc(/C=N/OC(=O)Nc2ccccc2)cc1	-1.8%
COc1ccc(-c2cc(C(=O)NN)[nH]n2)cc1OC	0.3%
CC(NC(=O)C1CC1)C(c1cccs1)N1CCN(c2ccccc2)CC1 (stereo not drawn)	0.1%
Cn1c(-c2ccc(F)cc2)cnc1NCc1cc2c(cc1[N+](=O)[O-])OCO2	-1.5%
O=C1CC(NNc2ccccc2)C(=O)N1c1cccc(Cl)c1 (stereo not drawn)	-1.8%
C=CCn1c(SCc2ccc(C(=O)O)cc2)nc2sc(C)c(C)c2c1=O	-3.9%
COc1ccc(N/N=C(\C=N\O)C(=O)c2ccc(OC)cc2)cc1	-0.3%
COc1cc(/C=N/Nc2ccc(C(F)(F)F)cn2)ccc1O	-2.4%
Cc1ccsc1C(=O)NNC(=O)CCN1CCN(c2ccccc2)CC1	-1.1%
CC1CC/C(=N/Nc2ccccc2)C(=O)N1 (stereo not drawn)	0.6%
CCN(Cc1ccncc1)C(=O)c1cc(Br)cc(Br)c1O	-0.3%
O=C(c1cc(O)c(O)c([N+](=O)[O-])c1)c1ccccc1F	-10.2%
O=C(NNS(=O)(=O)c1ccc(F)cc1)c1cc2ccccc2cc1O	-9.3%
Cc1cccc(/C(N)=N/OC(=O)c2ccc3c(c2)OCO3)c1	-2.7%
O=C(NCCCn1ccnc1)C(=O)NCC(c1ccco1)N1CCN(c2ccccc2)CC1 (stereo not drawn)	0.3%
CC(C)c1cc(C(=O)N/N=C/c2ccco2)n[nH]1	0.6%
CC(C)(C)c1ccc(C(=O)Oc2ccccc2CCC(=O)O)cc1	-3.5%
Cc1ccc(S(=O)(=O)N2CCCC(C(=O)O)C2)s1 (stereo not drawn)	1.5%
Cn1nc(-c2ccc(Cl)cc2)c2cc(C(=O)NCCCN3CCCC3)sc21	-0.5%
O=C1N/C(=N\S(=O)(=O)Cc2ccccc2)S/C1=C/c1cc([N+](=O)[O-])ccc1O	-0.9%
Cn1cnnc1SCc1ccc(C(=O)N/N=C(\CCC(=O)O)c2ccc(C(C)(C)C)cc2)cc1	-12.3%
NC(=O)c1ccc(CSc2nc3ccccc3s2)cc1	2.2%
Cc1cccc(C)c1N1CCN(c2n[nH]c(N)n2)CC1	-2.3%
O=C(Cc1ccccc1)NNc1c2ccccc2nc2ccccc12	-6.9%
C=C(C)CC1Nc2ccccc2NC1CC(=C)C (stereo not drawn)	-3.1%
Cc1ccc(N2NC(=O)/C(=C/C=C/c3ccco3)C2=O)cc1C	-4.2%
O=C(NCc1cccs1)c1nc2c(nnn2Cc2ccccc2Cl)c(=O)[nH]1	-4.3%
Oc1ccc(/C=N/Nc2cccc3cccnc23)c(O)c1	-1.4%
Cc1cc(Cc2ccc(N)c(C)c2)ccc1N	-2.5%
Cc1nc(NS(=O)(=O)c2ccccc2C)c2c3c(sc2n1)CCC3	2.2%
Cc1cc(N)n2ncc(-c3ccccc3)c2n1	-0.3%
CC1CCN(CCCNC(=O)c2ccc(CSCc3cccc(Cl)c3)o2)CC1	-6.3%
Cc1cccc(N2CCN(C(=O)NC3CCCCC3)CC2C)c1 (stereo not drawn)	1.2%
CCCCNC(=O)c1onc(CSc2ccc(C)c(C)c2)c1C(=O)O	-3.6%
CCCCCC(=O)N/N=C/c1cc(Br)c(O)c(OC)c1	-8.8%
Cc1ccc(Sc2ccc(S(=O)(=O)Nc3ccc(C(=O)O)cc3)cc2)cc1C	-7.5%
N#Cc1ccsc1NC(=O)CN1CCN(c2ccccc2O)CC1	-1.1%
CN(C)c1ccc(CN(C(=O)c2ccccc2Br)C2CCS(=O)(=O)C2)cc1 (stereo not drawn)	-3.3%
O=Cc1ccc(O)c(O)c1	-9.2%
S=c1[nH]cc(-c2ccccc2)n1-c1ccccc1Cl	-0.1%
CCN(CC)c1ccc(NC(=O)CN(C)Cc2cccs2)cc1	-15.2%

Nothing new here: 30 of the compounds above.
SMILES	HRP interference
Cc1ccsc1C(=O)NNC(=O)CCN1CCN(c2ccccc2)CC1	-1.1%
CC1CC/C(=N/Nc2ccccc2)C(=O)N1 (stereo not drawn)	0.6%
CCN(Cc1ccncc1)C(=O)c1cc(Br)cc(Br)c1O	-0.3%
O=C(c1cc(O)c(O)c([N+](=O)[O-])c1)c1ccccc1F	-10.2%
O=C(NNS(=O)(=O)c1ccc(F)cc1)c1cc2ccccc2cc1O	-9.3%
Cc1cccc(/C(N)=N/OC(=O)c2ccc3c(c2)OCO3)c1	-2.7%
O=C(NCCCn1ccnc1)C(=O)NCC(c1ccco1)N1CCN(c2ccccc2)CC1 (stereo not drawn)	0.3%
CC(C)c1cc(C(=O)N/N=C/c2ccco2)n[nH]1	0.6%
CC(C)(C)c1ccc(C(=O)Oc2ccccc2CCC(=O)O)cc1	-3.5%
Cc1ccc(S(=O)(=O)N2CCCC(C(=O)O)C2)s1 (stereo not drawn)	1.5%
Cn1nc(-c2ccc(Cl)cc2)c2cc(C(=O)NCCCN3CCCC3)sc21	-0.5%
O=C1N/C(=N\S(=O)(=O)Cc2ccccc2)S/C1=C/c1cc([N+](=O)[O-])ccc1O	-0.9%
Cn1cnnc1SCc1ccc(C(=O)N/N=C(\CCC(=O)O)c2ccc(C(C)(C)C)cc2)cc1	-12.3%
NC(=O)c1ccc(CSc2nc3ccccc3s2)cc1	2.2%
Cc1cccc(C)c1N1CCN(c2n[nH]c(N)n2)CC1	-2.3%
O=C(Cc1ccccc1)NNc1c2ccccc2nc2ccccc12	-6.9%
C=C(C)CC1Nc2ccccc2NC1CC(=C)C (stereo not drawn)	-3.1%
Cc1ccc(N2NC(=O)/C(=C/C=C/c3ccco3)C2=O)cc1C	-4.2%
O=C(NCc1cccs1)c1nc2c(nnn2Cc2ccccc2Cl)c(=O)[nH]1	-4.3%
Oc1ccc(/C=N/Nc2cccc3cccnc23)c(O)c1	-1.4%
Cc1cc(Cc2ccc(N)c(C)c2)ccc1N	-2.5%
Cc1nc(NS(=O)(=O)c2ccccc2C)c2c3c(sc2n1)CCC3	2.2%
Cc1cc(N)n2ncc(-c3ccccc3)c2n1	-0.3%
CC1CCN(CCCNC(=O)c2ccc(CSCc3cccc(Cl)c3)o2)CC1	-6.3%
Cc1cccc(N2CCN(C(=O)NC3CCCCC3)CC2C)c1 (stereo not drawn)	1.2%
CCCCNC(=O)c1onc(CSc2ccc(C)c(C)c2)c1C(=O)O	-3.6%
CCCCCC(=O)N/N=C/c1cc(Br)c(O)c(OC)c1	-8.8%
Cc1ccc(Sc2ccc(S(=O)(=O)Nc3ccc(C(=O)O)cc3)cc2)cc1C	-7.5%
N#Cc1ccsc1NC(=O)CN1CCN(c2ccccc2O)CC1	-1.1%
CN(C)c1ccc(CN(C(=O)c2ccccc2Br)C2CCS(=O)(=O)C2)cc1 (stereo not drawn)	-3.3%

Later entries.
SMILES	HRP interference
CCn1c(N)[n+](CC(=O)Nc2ccc(SC(F)F)cc2)c2ccccc21	-0.4%
COc1ccc(-n2c(-c3ccc(OC)c(OC)c3)n[nH]c2=S)cc1	-7.4%
CC(=O)N1CCN(c2ccc(NCc3ccccc3)cc2)CC1	8.41µM*
O=C(CCNc1cccc(Cl)c1)c1ccco1	-9.5%
Cc1ccc(C(=O)C2CCN(CC(=O)Nc3ccc(N(C)C)cc3)CC2)cc1	-7.7%
O=C(O)c1cccc2c1-c1ccccc1/C2=N\Nc1ccccc1	-7.0%
COc1ccc(N2CCN(C(=O)CCNC(=O)c3ccc(C(C)(C)C)cc3)CC2)cc1	-1.8%
CSCC[C@H](NC(=O)N1CCn2c1nc1ccccc12)C(=O)NCc1ccco1	1.4%
S=c1nc(-c2cccc(Cl)c2)[nH][nH]1	-9.6%
Cc1c(C)c(C)c(C(=O)c2ccc(NC(=O)c3ccccc3C(=O)O)cc2)c(C)c1C	-5.8%
O=S(=O)(NCC(c1cccnc1)N1CCN(c2ccccc2)CC1)c1cccs1 (stereo not drawn)	-0.4%
CCCCCC(=O)N/N=C/c1ccc(N(C)C)cc1	0.4%
COC(=O)c1sc(-c2ccc(C(C)(C)C)cc2)cc1NC(=O)c1ccccc1C(=O)O	-4.1%
COc1ccc(CSC2=NCCN2)cc1Br	4.4%
COc1cccc(N2CCN(Cc3cccnc3)CC2)c1	-1.3%
CCN(CC)c1ccc(/C=N/N=C(N)N)c(O)c1	-1.2%
COc1ccc(N2CCN(Cc3nc4ccccc4n3C)CC2)cc1	-2.1%
Cc1cc(C(=O)C(=O)O)c(C)n1-c1ccc(Cl)c(Cl)c1	-3.0%
O=C(NNc1ccccn1)C(=O)NNS(=O)(=O)c1ccc(Cl)cc1	-5.1%
COc1cc(-c2nc3cnccn3c2Nc2c(C)cccc2C)ccc1O	-11.2%
Oc1ccc(C23CC4CC(CC(C4)C2)C3)cc1O	-6.7%
CC1=Nc2ccccc2N=C(N)C1c1ccccc1 (stereo not drawn)	2.5%
S=c1[nH]ncn1/N=C/c1ccccn1	-11.2%
COc1ccc(N2CCN(c3ccc(C(=O)O)cc3[N+](=O)[O-])CC2)cc1	-1.7%
Cc1cc(C)nc(NS(=O)(=O)c2ccc(NC(=O)Cc3ccccc3F)cc2)n1	1.2%
Cc1cc(NS(=O)(=O)c2ccccc2)c(C)c(Cl)c1O	-0.9%
COc1ccc(OC)c(N(CC(N)=O)S(=O)(=O)c2ccc(OC)c(OC)c2)c1	-1.8%
COc1ccc2nc3ccccc3nc2c1N	-6.6%
Cc1ccn2cc(-c3cccc([N+](=O)[O-])c3)nc2c1	-5.6%
Fc1ccc(-c2ccnc(=S)[nH]2)cc1	2.78µM*
S=c1nccc(-c2cccs2)[nH]1	3.95µM*
N#Cc1c(NC(=O)c2cccc(S(=O)(=O)Nc3ccc(C(=O)O)cc3)c2)sc2c1CCCC2	-6.0%
Cc1cc(C(C#N)c2ccccc2F)n2ncnc2n1 (stereo not drawn)	-4.3%
COc1cccc(N2CCN(Cc3nnnn3C3CCCCC3)CC2)c1	-0.5%
COc1ccccc1-c1n[nH]c(=S)n1Cc1ccccc1	-6.0%
COc1cccc(NC(=O)N2CCN(c3cccc(C)c3)C(C)C2)c1 (stereo not drawn)	0.0%
Nc1ccc(-c2nc3ccccc3[nH]2)cc1	-6.0%
c1ccc(CN2C3=NCCN3c3ccccc32)cc1	-1.7%
O=C(NCc1n[nH]c(=S)n1-c1ccc(Br)cc1)c1ccc(S(=O)(=O)N2CCCC2)cc1	-6.3%
Nc1cc(C(F)(F)F)ccc1Nc1ccccc1	1.8%
COc1cc(NC(=O)NCCN2CCN(c3ccccc3)CC2)cc(OC)c1OC	-0.9%
O=C(O)c1ccc(N/N=C/c2cn(-c3ccccc3)nc2-c2cccs2)cc1	-7.6%
Cc1nc(C)c(CC(=O)N/N=C/c2ccc(O)cc2)c(=O)[nH]1	-2.8%
COc1ccc(N2CCN(CCNC(=O)Nc3ccc([N+](=O)[O-])cc3OC)CC2)cc1	-3.9%
O=C(O)c1[nH]c2ccccc2c1NS(=O)(=O)Cc1ccccc1	-3.9%
CC1CCCCC1n1c(-c2cccnc2)n[nH]c1=S (stereo not drawn)	-7.8%
C=CCn1c(-c2ccc(N)cc2)nc2ccccc21	-1.2%
Cc1c(Cl)c(-c2n[nH]c(=S)n2-c2ccccc2)nn1C	-3.4%
C/C(=N\Nc1ccc(C(=O)O)cc1)c1ccc(Br)cc1	0.5%
CC(=O)NCCC(=O)Nc1sc2c(c1-c1nc3ccccc3[nH]1)CCCC2	-1.7%
CN(c1cccc(Cl)c1)S(=O)(=O)c1cccc(C(=O)NC2=NCCS2)c1	0.6%
CCN(CCCNC(=O)CNC(=O)Cn1cnc2ccccc2c1=O)c1ccccc1	-0.6%
COc1ccc(-c2n[nH]c(C)c2-c2ccccc2OC)c(O)c1	-3.3%
Cc1nc([N+](=O)[O-])c(Br)n1CC(=O)c1ccc(Cl)cc1	-2.2%
COc1ccc(Cc2nc3ccccc3n2CC(=O)N/N=C/c2ccc(O)cc2)cc1OC	-5.9%
COc1ccc(N=C(N(C)C)P(=O)(N(C)C)N(C)C)cc1	-2.9%
COc1ccccc1NC(=O)CN1CCSc2ccccc21	-0.3%
CCN(CC)c1ccc(NC(=O)CN2C(=O)CSc3ncccc32)c(C)c1	-0.6%
N#Cc1c2n(c3c(=S)nc[nH]c13)CCCCC2	-10.1%
Nc1nnnn1/N=C/c1ccc(O)cc1	-5.1%
